Screening results: PubChem, National Center for Advancing Translational Sciences (NCATS)
GAA inh: alpha-glucosidase (human) inhibition; 200,000 compounds, 0.005% hits; Potency, µM (doses to about 76.9 µM), for the others: top-dose activity change, negative = inhibition, most hits filed as inhibitors; purified human GAA, 4-MU-alpha-glucoside fluorescence; P10253;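 further: plate controls were uninhibited enzyme wells for no effect and no-enzyme background for full effect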
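Activity normalized between no-enzyme (basal) and enzyme-only wells. Conditions: 4 nM human enzyme, 400 uM fluorogenic substrate, citrate/phosphate pH 5.0 with Tween-20, 20 min room temperature, compounds up to 77 uM.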
TRb SRC2 PPI: TRbeta-SRC2 interaction inhibition; TRbeta-SRC2 peptide binding, fluorescence polarization; receptor liganded with 1 µM T3; Potency, µM (top dose mostly 106 µM), for the others: at the highest dose activity change, negative = inhibition, most hits filed as inhibitors; 280,000 compounds, 0.065% hits;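 further: plate controls were bound peptide for no effect and peptide without receptor for full effect; nearly all actives have a fitted effect of over 50% in size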
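Human TRb ligand-binding domain (0.6 uM) is mixed with 20 nM Texas Red SRC2 peptide and 1 uM T3; after compound addition and 5 hr at ambient temperature, polarization is measured and normalized to unbound and bound controls.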
L3MBTL1 block: inhibitors of human L3MBTL1. Q9Y468. AlphaScreen L3MBTL1–H3K9me1 peptide binding. Potency, µM (doses to about 57.1 µM), for the others: top-dose activity, negative = inhibition, most hits filed as inhibitors. 230,000 compounds, 0.66% hits. AID 485360; further: nearly all actives have a fitted effect of over 60% in size
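L3MBTL1 (50 nM) pre-complexed 30 min with biotinylated H3(1-15)K9me1 peptide (75 nM), then compounds added for 30 min at room temperature; AlphaScreen streptavidin donor/nickel chelate acceptor beads (10 ug/mL final) read after 30 min dark incubation.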
RECQ1 inh: RECQ1 (human) helicase inhibition; P46063; RECQ1 DNA unwinding, red fluorescence kinetic read; Potency, µM (doses to about 57.3 µM), without a hit: at the highest dose activity, negative = inhibition, actives largely listed as inhibitors; 240,000 compounds, 0.54% hits; AID 2549;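 further: plate controls were vehicle for no effect and no enzyme for full effect; nearly all actives have a fitted effect of over 30% in size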
Target sequence (P46063 whole entry, looked up): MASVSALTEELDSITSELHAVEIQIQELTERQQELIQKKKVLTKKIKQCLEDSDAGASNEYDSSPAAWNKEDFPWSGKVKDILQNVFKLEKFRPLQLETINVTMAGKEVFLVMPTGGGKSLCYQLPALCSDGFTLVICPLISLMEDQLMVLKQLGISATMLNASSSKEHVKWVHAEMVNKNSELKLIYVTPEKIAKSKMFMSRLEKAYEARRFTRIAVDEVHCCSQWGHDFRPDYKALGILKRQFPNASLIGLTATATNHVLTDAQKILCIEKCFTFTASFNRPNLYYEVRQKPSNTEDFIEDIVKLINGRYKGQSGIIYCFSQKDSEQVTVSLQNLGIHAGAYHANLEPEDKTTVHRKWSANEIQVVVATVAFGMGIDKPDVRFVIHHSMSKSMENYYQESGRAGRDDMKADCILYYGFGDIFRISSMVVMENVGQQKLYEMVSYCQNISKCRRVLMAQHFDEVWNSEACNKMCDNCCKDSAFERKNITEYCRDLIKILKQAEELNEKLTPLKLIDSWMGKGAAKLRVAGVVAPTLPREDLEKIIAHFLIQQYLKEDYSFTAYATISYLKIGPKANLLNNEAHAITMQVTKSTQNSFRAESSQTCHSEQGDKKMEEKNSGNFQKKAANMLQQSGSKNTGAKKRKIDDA
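50 nM RECQ1T1 preincubated 15 min with compound in Tris pH 8.0 buffer with MgCl2, DTT, Tween-20 and 2.5 ug/ml poly(dI-dC); started with 200 nM TAMRA/BHQ-2 forked duplex and 2 mM ATP. Unwinding read as fluorescence (525/598 nm), two reads 2 h apart.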
GAA spleen mod: inhibits or activates alpha-glucosidase in human spleen homogenate. Potency, µM (series often up to 79.9 µM), for inactives: at the top dose activity change, negative = inhibition, most hits filed as inhibitors. P10253. 240,000 compounds, 0.006% hits. human spleen homogenate, 4-MU-alpha-glucoside fluorescence;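 further: 0% = enzyme with vehicle and -100% = no enzyme basal signal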
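Human spleen homogenate (1 ug) with 4-methylumbelliferyl-alpha-D-glucopyranoside (1 mM final) in 50 mM citrate/phosphate pH 5.0, 0.01% Tween-20; 40 min at 37 C. Stopped at pH 10; 4-MU fluorescence Ex 365/Em 440 nm; AC50 by Hill fit.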
TR SRC2 fluor cs: counter-screen for TRb-SRC2 inhibitors: fluorescence interference; TRb/SRC2 Texas Red total fluorescence interference; Potency, µM (titrated, usually from 106 µM), without a hit: at the highest dose fluorescence change, negative = quenching; 280,000 compounds, 0.29% hits; AID 1479; active means well fitted curve in either direction with a large enough effect; inconclusive means small, poorly fitted or top-dose-only effect
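Human TRβ ligand-binding domain (0.6 uM) and Texas Red SRC2 peptide (20 nM) in Tris buffer with 1 uM T3 and 5% DMSO were incubated with pinned compound for 5 hr at ambient temperature. Total fluorescence was computed as S + 2P (555/632 nm).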
RGS12 GoLoco inh: inhibitors of human Gai1-RGS12 GoLoco interaction (red fluorophore) | 230,000 compounds, 0.44% hits | Potency, µM (series often up to 61.6 µM), for the others: at the top dose activity, negative = inhibition, usual class: inhibitors | P63096 | AID 880 | Gai1:RGS12 GoLoco peptide FP, rhodamine, 10 min; active means well fitted inhibition curve with a large enough effect, not every such curve was filed as active; inactive means no such curve, though single readings can be large or run the other way; further: nearly all actives have a fitted effect of over 30% in size; many of its hits are not listed in these tables
Target sequence (P63096 whole entry, looked up): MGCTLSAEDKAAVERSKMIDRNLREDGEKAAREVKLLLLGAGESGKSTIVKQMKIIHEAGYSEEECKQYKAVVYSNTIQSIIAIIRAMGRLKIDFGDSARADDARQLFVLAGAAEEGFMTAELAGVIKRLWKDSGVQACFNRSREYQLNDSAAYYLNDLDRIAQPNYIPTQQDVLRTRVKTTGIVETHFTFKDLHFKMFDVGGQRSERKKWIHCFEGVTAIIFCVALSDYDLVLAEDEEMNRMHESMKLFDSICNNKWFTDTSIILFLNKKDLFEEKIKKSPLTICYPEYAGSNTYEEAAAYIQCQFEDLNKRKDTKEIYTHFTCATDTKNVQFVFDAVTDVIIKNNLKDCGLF
GAA glycogen: inhibitors or activators of human alpha-glucosidase glycogen cleavage. P10253. 300,000 compounds, 0.38% hits. recombinant GAA, glycogen substrate, Amplex Red glucose oxidase fluorescence. AID 2100. Potency, µM (doses to about 76.4 µM), for inactives: top-dose activity change, negative = inhibition, actives largely listed as inhibitors;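 further: 0% = full enzyme reaction and -100% = no-enzyme basal signal; the screen sought inhibitors and activators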
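Recombinant human enzyme (4 nM); glycogen substrate; 37 C, 40 min, pH 5.0. Readout: coupled glucose oxidase/Amplex Red fluorescence.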
* hit, by the source's call; i = inactive; ? = inconclusive; · = not tested or not shown; [ ] = remark or other dose. Unless noted, the call rests on the fitted dose curve; in most records, active means well fitted curve in the direction sought with a large enough effect; inconclusive means small, poorly fitted or top-dose-only effect, or another doubt; inactive means no such curve, though single readings can be large; an effect the other way counts as inactive or inconclusive. Unless noted, on the % scale 0 is the no-effect control and ±100 the full control effect; potency means the concentration at half of the fitted maximal effect. Not all compounds are listed (hit frequency here may not be typical).

SMILES	GAA inh	TRb SRC2 PPI	L3MBTL1 block	RECQ1 inh	GAA spleen mod	TR SRC2 fluor cs	RGS12 GoLoco inh	GAA glycogen
COc1cccc(CC2(CO)CCN(Cc3cnc(-c4cccc(C)c4)nc3)CC2)c1	-1%	3%	-29%	-8%	4%	-6%	0%	1%
CCn1c(O)c(/C=C2\C=Nc3ccccc32)sc1=Nc1ccccc1	-15%	5%	-21%	5%	-9%	2%	-6%	8%
COc1ccc(CCNC(=O)CN(c2ccccc2)S(C)(=O)=O)cc1	0%	9%	-23%	14%	0%	-1%	-9%	7%
Cn1cccc1C(=O)C(=O)Nc1ccc(F)c(F)c1	-5%	9%	0%	i	·	-1%	10%	-9%
Cc1ccccc1OCCOc1ccccc1C=C(C#N)C#N	-7%	-3%	15%	-15%	2%	7%	-1%	4%
Cc1ccc(O)c(C2=Nc3ccccc3N=C(c3cccc([N+](=O)[O-])c3)C2)c1	-4%	-9%	·	i	0%	-2%	5%	1%
Cc1cc2nc(-c3cc(N4CCOCC4)ccc3[N+](=O)[O-])ccn2n1	-32%	3%	17%	i	·	-1%	-4%	-5%
CN(C)/C=C/C(=O)c1cnc(-c2ccccn2)s1	-6%	1%	10%	-2%	-5%	-4%	14%	5%
Cn1c(SCC(=O)NNC(=S)Nc2ccccc2)nnc1-c1ccncc1	·	5%	·	-1%	2%	-1%	4%	?
CCC(CC)C(=O)NCCCCc1ccccc1	-1%	8%	10%	-11%	4%	-1%	-8%	9%
CCN(CC)c1ccc(NC(=S)NC(=O)c2cccs2)cc1	7%	-8%	?	-18%	5%	-2%	11%	14µM*
O=C(c1ccc(F)cc1)N1CCC(O)(c2cccnc2)CC1	4%	-11%	1%	-12%	6%	-3%	4%	7%
O=C(CCN1C(=O)C2C3C=CC(C3)C2C1=O)Nc1ccccn1 (stereo not drawn)	0%	-2%	·	1%	-4%	0%	2%	2%
CCCC(NC(=O)CCl)c1ccccc1 (stereo not drawn)	-2%	8%	7%	11%	1%	3%	·	11%
O=S1(=O)CCC(NC(=S)SCCOc2ccccc2)C1 (stereo not drawn)	13%	-2%	50%[activator]	16%	-3%	-2%	8%	13%
Cc1noc(C)c1COC(=O)Cn1c(C)nc2ccccc21	2%	4%	4%	-6%	-4%	1%	-4%	2%
O=C(NCc1ccc(/C=c2\sc3n(c2=O)CCN=3)o1)C(=O)Nc1ccccc1	-1%	8%	25µM*	25%	-5%	-1%	9%	-28%
CC(C)(C)CN1CCNC(=O)C1CC(=O)NCc1cccc(-n2cccn2)c1 (stereo not drawn)	-1%	5%	6%	-12%	0%	-1%	-9%	-3%
Cc1cccc(N2C(=O)SC(SC(=Nc3ccccc3)Nc3ccccc3)C2=O)c1 (stereo not drawn)	-6%	-4%	-10%	-11%	-3%	0%	0%	12%
O=C(Nn1c(C2CC2)nc2ccccc2c1=O)c1ccco1	0%	-2%	-4%	-3%	0%	-8%	15%	3%
Nc1cc(=O)[nH]c(SCC(=O)Nc2ccc(S(=O)(=O)N3CCCCC3)cc2)n1	-10%	0%	1%	i	-4%	-4%	6%	-1%
Cc1ccc(C(=O)Nc2ccc3cn[nH]c3c2)cc1S(=O)(=O)N1CCOCC1	3%	7%	6%	i	-1%	-4%	17%	-5%
O=C(CSc1ccc2c(c1)OCCO2)Nc1ccc(N2CCOCC2)cc1	-3%	3%	-9%	-1%	10%	0%	5%	8%
CCOc1cc(C(=O)Nc2ccccc2N2CCN(S(C)(=O)=O)CC2)cc(OCC)c1OCC	-11%	-16%	-10%	-4%	-15%	-1%	7%	-5%
CC1Cc2ccccc2N1C(=O)CNCCCN(C)C (stereo not drawn)	-6%	-4%	·	-18%	4%	-4%	1%	9%
Cc1ccc(CNC(=O)CNC(=S)N(Cc2ccccc2)Cc2cccnc2)cc1	-3%	-2%	·	-2%	15%	-2%	-2%	2%
O=C(CSc1n[nH]c(-c2ccccc2)n1)NC(=O)NCc1ccco1	-11%	-1%	?	-1%	1%	-9%	11%	8%
O=C(CSc1ccc(F)cc1)NCCSc1ccccc1	-4%	-8%	10%	-2%	-6%	-1%	1%	4%
CC(C)(C)C(=O)c1cn(CC(=O)O)c2ccccc12	9%	-4%	-6%	i	-1%	-2%	13%	-7%
CCS(=O)(=O)N1CCCC(c2nc(-c3cccc(OC)c3)no2)C1 (stereo not drawn)	?	-5%	12%	0%	-1%	-1%	4%	-4%
CC(C)NC(=O)CC(=O)N/N=C/c1c(F)cccc1Cl	7%	-7%	-5%	i	2%	-1%	14%	-19%
Cc1oc(-c2cccc(F)c2)nc1CN1CCCCC1CCc1ccccn1 (stereo not drawn)	-2%	2%[53 µM]	-14%	3%	4%	1%[53 µM]	65%[activator]	19%
COCCOC(=O)c1[nH]c2c(c1C)C(=O)CC(c1cccs1)C2 (stereo not drawn)	-12%	6%	·	-6%	-2%	-1%	6%	-12%
COc1ccc(N2CCN(c3cc(C)c4ccc(O)cc4n3)CC2)cc1	10%	-4%	?	i	-3%	-7%	6%	-10%
CC(C)C[C@H](N)c1cn([C@@H](CCCCN)C(=O)N2CCNCC2)nn1	·	7%	4%	i	0%	0%	-6%	2%
Cc1ccc(OCC(O)CN2CC3(C)CC2CC(C)(C)C3)cc1 (stereo not drawn)	-16%	0%	8%	-3%	-9%	-24%	-5%	9%
Cn1nc(C(F)(F)F)cc1-c1ccc(/C=C(\C#N)C(=O)c2cccc(C(F)(F)F)c2)s1	-14%	-12%	-5%	i	-3%	-2%	19%	-9%
CN(C)CCNC(=O)c1cc2c(s1)-c1ccccc1OC2	?	6%	·	-6%	4%	0%	35%[activator]	23%
CCCCN(CCCNC(=O)C1CCN(S(=O)(=O)N2CCOCC2)CC1)c1ccccc1	?	1%	-1%	-5%	1%	0%	·	-3%
COc1cc(-c2ccccc2)nc(N)n1	-6%	6%	·	-3%	3%	0%	-9%	7%

Reformatted as a markdown table: entries from further up.
| compound | GAA inh | TRb SRC2 PPI | L3MBTL1 block | RECQ1 inh | GAA spleen mod | TR SRC2 fluor cs | RGS12 GoLoco inh | GAA glycogen |
| --- | --- | --- | --- | --- | --- | --- | --- | --- |
| Cc1ccc(CNC(=O)CNC(=S)N(Cc2ccccc2)Cc2cccnc2)cc1 | -3% | -2% | · | -2% | 15% | -2% | -2% | 2% |
| O=C(CSc1n[nH]c(-c2ccccc2)n1)NC(=O)NCc1ccco1 | -11% | -1% | ? | -1% | 1% | -9% | 11% | 8% |
| O=C(CSc1ccc(F)cc1)NCCSc1ccccc1 | -4% | -8% | 10% | -2% | -6% | -1% | 1% | 4% |
| CC(C)(C)C(=O)c1cn(CC(=O)O)c2ccccc12 | 9% | -4% | -6% | i | -1% | -2% | 13% | -7% |
| CCS(=O)(=O)N1CCCC(c2nc(-c3cccc(OC)c3)no2)C1 (stereo not drawn) | ? | -5% | 12% | 0% | -1% | -1% | 4% | -4% |
| CC(C)NC(=O)CC(=O)N/N=C/c1c(F)cccc1Cl | 7% | -7% | -5% | i | 2% | -1% | 14% | -19% |
| Cc1oc(-c2cccc(F)c2)nc1CN1CCCCC1CCc1ccccn1 (stereo not drawn) | -2% | 2%[53 µM] | -14% | 3% | 4% | 1%[53 µM] | 65%[activator] | 19% |
| COCCOC(=O)c1[nH]c2c(c1C)C(=O)CC(c1cccs1)C2 (stereo not drawn) | -12% | 6% | · | -6% | -2% | -1% | 6% | -12% |
| COc1ccc(N2CCN(c3cc(C)c4ccc(O)cc4n3)CC2)cc1 | 10% | -4% | ? | i | -3% | -7% | 6% | -10% |
| CC(C)C[C@H](N)c1cn([C@@H](CCCCN)C(=O)N2CCNCC2)nn1 | · | 7% | 4% | i | 0% | 0% | -6% | 2% |
| Cc1ccc(OCC(O)CN2CC3(C)CC2CC(C)(C)C3)cc1 (stereo not drawn) | -16% | 0% | 8% | -3% | -9% | -24% | -5% | 9% |
| Cn1nc(C(F)(F)F)cc1-c1ccc(/C=C(\C#N)C(=O)c2cccc(C(F)(F)F)c2)s1 | -14% | -12% | -5% | i | -3% | -2% | 19% | -9% |
| CN(C)CCNC(=O)c1cc2c(s1)-c1ccccc1OC2 | ? | 6% | · | -6% | 4% | 0% | 35%[activator] | 23% |
| CCCCN(CCCNC(=O)C1CCN(S(=O)(=O)N2CCOCC2)CC1)c1ccccc1 | ? | 1% | -1% | -5% | 1% | 0% | · | -3% |
| COc1cc(-c2ccccc2)nc(N)n1 | -6% | 6% | · | -3% | 3% | 0% | -9% | 7% |

Next results follow:
SMILES	GAA inh	TRb SRC2 PPI	L3MBTL1 block	RECQ1 inh	GAA spleen mod	TR SRC2 fluor cs	RGS12 GoLoco inh	GAA glycogen
CCOc1ccc2nc(NC(=O)CN3CCOCC3)sc2c1	-1%	-3%	·	-2%	-19%	-1%	3%	5%
CC1CN(C(=O)CCn2c(=O)oc3ccccc32)CC(C)O1 (stereo not drawn)	1%	3%	?	-7%	0%	0%	-25%	11%
CCOc1ccc(CN2CCCC(CNC(=O)c3ccc(F)cc3)C2)cc1CO (stereo not drawn)	-5%	3%	-10%	-7%	2%	-3%	29%	16%
CCN(CCCNC(=O)C1CCN(S(=O)(=O)N2CCOCC2)CC1)c1cccc(C)c1	-5%	0%	-2%	-2%	-7%	-1%	-6%	-21%
FC(F)(F)c1cc(-c2ccco2)nc(NCc2cccs2)n1	-8%	-20%	10%	-16%	-9%	3%	67%[activator]	-1%

Taken from the entries so far, two compounds:
SMILES	GAA inh	TRb SRC2 PPI	L3MBTL1 block	RECQ1 inh	GAA spleen mod	TR SRC2 fluor cs	RGS12 GoLoco inh	GAA glycogen
CCOc1ccc2nc(NC(=O)CN3CCOCC3)sc2c1	-1%	-3%	·	-2%	-19%	-1%	3%	5%
CC1CN(C(=O)CCn2c(=O)oc3ccccc32)CC(C)O1 (stereo not drawn)	1%	3%	?	-7%	0%	0%	-25%	11%
